Screens: PubChem BioAssay, several laboratories
FXIa inh = blocks human coagulation factor XIa protease activity; purified FXIa, Boc-Glu-Ala-Arg-AMC fluorogenic substrate; inhibition, % at 5 µM; hit rate 0.14% among 220,000;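 active = inhibition of at least 40%; inactive = inhibition below 40%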;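 note: fluorescence of freed AMC excited at 355 nm; 0% = enzyme without compound and 100% = no enzyme blank; many of its hits are not listed in these tables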
FXIIa inh = factor XIIa (human) inhibition. P00748. purified FXIIa, Boc-QGR-AMC fluorogenic substrate, 2 h. inhibition, % at 5 µM. hit rate 0.3% among 220,000. AID 800; in the data active = inhibition above about 40%;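 note: 0% = enzyme with no compound and 100% = blank without enzyme; many of its hits are not listed in these tables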
Target sequence (P00748 20-372 limits assumed): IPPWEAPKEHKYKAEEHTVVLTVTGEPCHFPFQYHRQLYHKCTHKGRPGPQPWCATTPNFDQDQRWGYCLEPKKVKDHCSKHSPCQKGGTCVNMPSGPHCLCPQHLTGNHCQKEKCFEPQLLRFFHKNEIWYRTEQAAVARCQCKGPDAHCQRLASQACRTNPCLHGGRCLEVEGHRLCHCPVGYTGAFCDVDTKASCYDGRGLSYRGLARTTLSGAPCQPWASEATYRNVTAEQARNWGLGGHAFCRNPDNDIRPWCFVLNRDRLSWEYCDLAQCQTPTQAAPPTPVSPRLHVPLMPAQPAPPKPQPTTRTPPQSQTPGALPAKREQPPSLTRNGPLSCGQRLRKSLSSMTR
Target sequence (P00748 373-615 limits assumed): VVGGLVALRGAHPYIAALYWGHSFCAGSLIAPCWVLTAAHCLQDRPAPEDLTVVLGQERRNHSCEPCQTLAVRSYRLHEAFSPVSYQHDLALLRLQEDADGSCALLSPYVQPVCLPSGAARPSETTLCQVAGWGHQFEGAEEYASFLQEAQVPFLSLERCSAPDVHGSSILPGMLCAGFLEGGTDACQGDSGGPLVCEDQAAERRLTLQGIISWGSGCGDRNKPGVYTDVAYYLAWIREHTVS
TbHK1 inh = blocks Trypanosoma brucei hexokinase 1 activity | hit rate 0.11% among 220,000 | inhibition, % at 10 µM | recombinant TbHK1, G6PDH-coupled NADH A340 | AID 1430;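 active = inhibition of 50% or more in the single-dose primary screen; inactive = inhibition below 50%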
PPC-1+TRAIL kill = compounds killing PPC-1 cancer cells with TRAIL present (potentiator screen, no TRAIL-free arm); PPC-1 cells + TRAIL, ATPLite viability luminescence; cell killing (% activity), % at 4 µM; hit rate 0.41% among 220,000;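 active = cell killing above 50% in the first pass at 4 µM, then a duplicate retest at 5 µM averaging 50% or more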;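 note: plate controls were cells with TRAIL plus DMSO for no effect and medium-only wells lacking cells for full effect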
zVAD death inh = L929 zVAD cell death inhibition; L929 zVAD necroptosis rescue, ATP luminescence, 24 h; with zVAD 60 µM; viability rescue, % at 10 µM; hit rate 0.38% among 220,000; AID 1377;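 active = activation, scaled between plate controls, above about 75%, limit read from the data; inactive = activation under that limit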;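 note: 0% = zVAD with DMSO and 100% = DMSO alone without zVAD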
CHOP inhibitor = inhibitors of CHOP induction in ER stress response; CHO-K1 CHOP-promoter luciferase, tunicamycin-induced, 15-18 h; inhibition, % at 10 µM; hit rate 3.8% among 220,000; AID 2732;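 active = compounds that reduced the stress-induced luciferase reporter signal by more than about 70% of percent inhibition, limit read from the data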;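 note: 0% = tunicamycin plus vehicle and 100% = wells without tunicamycin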
EP2 antag = blocks the human prostaglandin E2 receptor EP2 | P43116 | C6 glioma cells expressing human EP2, cAMP TR-FRET; cells stimulated with saturating PGE2 | inhibition, % at 25 µM | hit rate 0.52% among 260,000;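 active = percent inhibition above 40 after rounding to a whole number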;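 note: rat C6 glioma host cells with rolipram phosphodiesterase inhibitor present; the protocol text gives 20 µM as final concentration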
Target sequence (P43116 whole entry, looked up): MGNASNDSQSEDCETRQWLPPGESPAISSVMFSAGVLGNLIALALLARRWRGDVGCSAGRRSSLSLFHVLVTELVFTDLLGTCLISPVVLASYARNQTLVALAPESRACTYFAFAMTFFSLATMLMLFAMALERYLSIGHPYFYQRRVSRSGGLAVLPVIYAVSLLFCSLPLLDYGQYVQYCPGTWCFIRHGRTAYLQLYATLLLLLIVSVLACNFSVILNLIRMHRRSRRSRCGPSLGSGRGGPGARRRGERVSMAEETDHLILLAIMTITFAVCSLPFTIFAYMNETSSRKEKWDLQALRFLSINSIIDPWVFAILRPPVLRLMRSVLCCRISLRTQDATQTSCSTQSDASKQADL
Wee1 stabilizer = human Wee1 degradation inhibition, primary screen; AID 1321; hit rate 1.2% among 220,000; P30291; reporter increase, % at 5 µM; HeLa Luc-Wee1K328M stability, luciferase luminescence; 100% = proteasome inhibitor MG132 effect;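 active = activation above the mean of all tested compounds plus 3 SD, set per screening run, cut at about 8.8% in these data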;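 note: cells exposed to compound for 20 h before luminescence read; 0% = DMSO alone and 100% = MG132 at 30 µM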
TNF death inh = inhibitors of TNF-alpha induced necroptosis in Jurkat FADD-/- cells; Jurkat FADD-/- TNF necroptosis rescue, ATP luminescence, 24 h; 0 = TNF only, 100 = no-TNF cells; activation (protection from cell death), % at 10 µM; hit rate 0.068% among 220,000;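 active = activation, meaning protection from cell death, of at least 50% relative to plate controls; inactive = activation below 50%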;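 note: necroptosis triggered by 40 ng/mL TNF-alpha added together with compound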
* marks the source's active call; other numbers are inactive results; . = not tested or not shown; & = joins results of further samples; [ ] = dose if it differs, or a comment.

SMILES | FXIa inh | FXIIa inh | TbHK1 inh | PPC-1+TRAIL kill | zVAD death inh | CHOP inhibitor | EP2 antag | Wee1 stabilizer | TNF death inh
O=C(COc1ccc2ccc(=O)oc2c1)Nc1ccc2c(c1)OCCO2 | 0 | 1 | -14 | . | -0.1 | -7 | 2 | -2 | -4.7
Cn1c(=O)c2c(nc(N3CCOCC3)n2CCc2ccccc2)n(C)c1=O | 3 | 8 | 15 | 1 | -0.7 | -11 | 6 | -1 | 0.0
COc1ccc(C(CC(=O)N2CCOCC2)c2c(O)cc(OC)cc2OC)cc1 (stereo not given) | 2 | 7 | -9 | 8 | -0.1 | -10 | 12 | . | -0.5
CCOC(=O)c1ccc(NC(=O)CSc2nccn2C)cc1 | -5 | 9 | 7 | -8 | 4.3 | -2 | 13 | -1 | 3.5
O/N=C1\CCCC\C1=C/c1ccccc1 | 2 | 6 | -7 | -6 | 0.7 | 10 | 13 | 1 | 0.9
Cc1ccccc1OCC(=O)OCC(=O)c1ccc(OCc2ccccc2)cc1 | 3 | 3 | 39 | 6 | -0.4 | 34 | 6 | -1 | 2.6
O=C(Cn1c(=O)sc2ccccc21)Nc1nc2c(s1)CCCC2 | 4 | 6 | 2 | 7 | . | 37 | 10&11 | 1 | 1.9
Cc1ccc(C2(C(F)(F)F)NC(=O)N3CCN=C3S2)cc1 (stereo not given) | 1 | 11 | 12 | 7 | -0.4 | -31 | 0 | 0 | -12
COc1cc(C)ccc1OCCCOc1ccccc1Br | 5 | 9 | 4 | 9 | -0.2 | 28 | . | 0 | -1.9
Cc1cc(C(=O)Nc2ccc(Cl)cc2)c(C)n1-c1ccccc1 | -9 | 5 | 3 | 83*[5 µM] | 7.9 | 70 | 15 | -6 | -2.6
CC(=O)Nc1ccc(S(=O)(=O)Nc2nc3ccccc3nc2Nc2ccc3ccccc3c2)cc1 | 4 | 4 | -13 | 23 | 2.0 | 23 | 6 | -1 | 1.4
CCOc1cc(Br)ccc1S(=O)(=O)N1CC(C)OC(C)C1 (stereo not given) | 3 | 19 | 16 | 10 | 1.9 | 32 | 9 | 5 | -2.4

Brought forward from above: two entries; new compounds follow.
SMILES | FXIa inh | FXIIa inh | TbHK1 inh | PPC-1+TRAIL kill | zVAD death inh | CHOP inhibitor | EP2 antag | Wee1 stabilizer | TNF death inh
CC(=O)Nc1ccc(S(=O)(=O)Nc2nc3ccccc3nc2Nc2ccc3ccccc3c2)cc1 | 4 | 4 | -13 | 23 | 2.0 | 23 | 6 | -1 | 1.4
CCOc1cc(Br)ccc1S(=O)(=O)N1CC(C)OC(C)C1 (stereo not given) | 3 | 19 | 16 | 10 | 1.9 | 32 | 9 | 5 | -2.4
C=CCn1c(SCc2ccccc2C#N)nnc1-c1cc(Br)ccc1O | -4 | -4 | -2 | 7 | 0.0 | 49 | 1 | 10* | -0.1
COc1ccc(NC(=O)NNC(=O)c2ccccc2-n2cccc2)cc1OC | -8 | -6 | 1 | 15 | 1.2 | -3 | 8 | -1 | 1.6
NC(=O)c1ccsc1NC(=O)CN1C(=O)C2CC=CCC2C1=O (stereo not given) | 1 | 0 | -4 | 1 | 0.3 | 38 | 5 | 1 | -2.5
CCOc1cc(C)c(Cl)cc1S(=O)(=O)n1nnc2ccccc21 | 4 | -2 | 11 | 29 | . | 74* | 4 | 0 | 1.4
COC(=O)c1sccc1NC(=O)CSc1ccccc1NC(=O)CNC(C)C | -5 | 6 | 1 | 12 | -1.8 | -1 | 6 | -3 | 1.3
CC(C)(C)c1ccc(OCC(=O)NNC(=O)Cc2cccs2)cc1 | -1 | 4 | 4 | 18 | 0.4 | 7 | . | 2 | -0.9
COc1cccc(C(=O)Nc2c(C)n[nH]c2C)c1 | 5 | 7 | -6 | 11 | 0.0 | 17 | 12 | 0 | -1.0
O=C(CSc1nnc(-c2ccco2)n1Cc1ccco1)NCc1cccs1 | -3 | 6 | 5 | 0 | -0.1 | 20 | 5&6 | -2 | -1.6
CCCCN(C)C(=O)c1cc2cc([N+](=O)[O-])cc(OC)c2oc1=O | 5 | 13 | -5 | 5 | 2.6 | -3 | 12 | 6 | 0.9
Cc1nnc(SCC(=O)N/N=C/c2cc(Cl)c(O)c(Cl)c2)s1 | 3 | 4 | -36 | 2 | 0.5 | 20 | 12 | 0 | 1.6
O=C(/C=C/c1ccc(Br)o1)Nc1nccs1 | 2 | 0 | -15 | 17 | 67 | 69 | 6 | 1 | 3.6
COCCn1c(SCC(=O)NCc2ccc3c(c2)OCO3)nnc1-c1c[nH]c2ccccc12 | 16 | 19 | -4 | -22 | 3.3 | -3 | 12 | 2 | -0.4
CCCCCOc1ccc(NC(=O)C(=O)NCCC2=CCCCC2)cc1 | -6 | -6 | 4 | -9 | 0.0 | -24 | 3 | -1 | 0.0
N#CC1=C(N)Oc2ccccc2C12C(=O)Nc1n[nH]c(-c3ccccc3)c12 (stereo not given) | 3 | 14 | 1 | 6 | 0.5 | 27 | 15 | 0 | -2.0
COC(=O)N/N=C(\C)c1ccc2ccccc2c1OC(F)F | 1 | 8 | 32 | 12 | 1.2 | 34 | 3 | 2 | 0.7
O=C(CSC1=NS(=O)(=O)c2ccccc21)Nc1ccccc1 | 6 | 17 | 2 | -8 | 0.4 | 106* | 17 | 0 | -1.1
CCOC(=O)c1[nH]c(C)c(C(=O)NCc2ccc(OC)cc2)c1C | 7 | 14 | 0 | 13 | 1.9 | -15 | 6 | -2 | 0.6
CSC1=C(C#N)C(c2ccc3c(c2)OCO3)C2=C(CCCC2=O)N1 (stereo not given) | 3 | 8 | -6 | -3 | 2.5 | 19 | 5 | 4 | 1.3
O=C(CN1C(=O)c2ccccc2C1=O)NCCc1c[nH]c2ccccc12 | 3 | 5 | 25 | 22 | 0.2 | 21 | 3 | 2 | 1.0
COCC(C)NCc1cc(Br)ccc1OC (stereo not given) | 1 | 8 | 1 | 17 | 0.4 | 16 | 3 | 0 | 0.1
CC1CN(Cc2nc3c(c(=O)n(C)c(=O)n3C)n2CCCO)CC(C)O1 (stereo not given) | -9 | -5 | -4 | 13 | 1.5 | 2 | 2 | 0 | 0.0
O=C1C2C3C=CC(C4CC34)C2C(=O)N1/N=C/c1c[nH]c2ccccc12 (stereo not given) | 1 | 9 | -17 | 36 | 0.6 | 34 | 4 | 4 | 1.6
O=C(COC(=O)c1ccccc1Cl)NC(=O)NCc1ccccc1 | 6 | 11 | 36 | 6 | 0.8 | 29 | 8 | -1 | 0.7
COc1ccc(OC)c(Nc2cc(C(=O)NCCCN3CCOCC3)c3ccccc3n2)c1 | -5 | -1 | -21 | -4 | 0.1 | 16 | . | 0 | -4.8
O=C(Cc1cccs1)N1CCCC(c2nc(-c3ccc(S(=O)(=O)N4CCCC4)cc3)no2)C1 (stereo not given) | 3 | 15 | 0 | 12 | -0.3 | 9 | 3 | -4 | -5.5
O=C(O)CCc1ccc(-c2ccc(Br)cc2)n1NC(=O)c1ccc([N+](=O)[O-])cc1 | 0 | 5 | -20 | 0 | -0.3 | 24 | 10 | -1 | -0.9
c1ccc(-c2nc3ccccn3c2NCc2ccc3c(c2)OCO3)cc1 | 6 | 31 | -5 | 5 | 0.0 | 7 | 16 | 1 | -0.5
Cc1ccccc1-c1nc(CN2CCC(C(=O)NCCCN3CCCC3)CC2)c(C)o1 | 4 | 16 | 3 | 26 | 3.5 | 4 | 5 | -1 | -0.2
O=C(CNCc1ccco1)Nc1ccccc1-n1cccc1 | -1 | 9 | 0 | 0 | 0.0 | 9 | 13&14 | -2 | -1.6
O=C(NC1CCCCCC1)C1CCN(S(=O)(=O)c2ccc(F)cc2)CC1 | 4 | 11 | 6 | 9 | 0.1 | 25 | 8 | -2 | -2.3
CCC1SC2=NC(C)=C(C(=O)OC)C(c3cccs3)N2C1=O (stereo not given) | 1 | 0 | -16 | 43 | 0.2 | 46 | . | -1 | -2.3
COc1ccc(NC(C)=O)cc1NC(=O)CN1CCN(S(=O)(=O)c2ccc(C(C)C)cc2)CC1 | -1 | 11 | -23 | 6 | 1.5 | 73* | 14 | 0 | 1.1
Cc1ccc(NC(=O)c2ncc(Cl)c(Cl)c2Cl)cc1C | 1 | 2 | -4 | 10 | -0.5 | 17 | 6 | 1 | -2.3
COc1ccc(C(=O)Nc2oc(-c3ccccc3)c(-c3ccccc3)c2C#N)cc1OC | 3 | 18 | -30 | 5 | -0.1 | 27 | 13 | 4 | -0.3
Cc1ccc(C(=O)C2=C(O)C(=O)N(CCN(C)C)C2c2ccccn2)o1 (stereo not given) | . | . | -7 | . | 0.2 | . | . | 0 | -0.4
Cc1cc(C)n(C(=O)CSc2nc3ccccc3o2)n1 | 7 | 6 | 2 | 13 | 2.0 | 2 | 3 | -4 | 0.7
CCC(=O)NC(NC(=S)Nc1ccc(S(N)(=O)=O)cc1)C(Cl)(Cl)Cl (stereo not given) | -6 | 4 | 2 | 17 | 0.4 | 3 | 5 | 1 | 1.2
O=C(N/N=C/c1ccco1)C1CC1 | 1 | 8 | 38 | 31 | -0.4 | 39 | 9 | 5 | 1.4
COc1cc(/C=C2/C(=O)NN(c3cccc(C)c3)C2=O)cc([N+](=O)[O-])c1O | -3 | 5 | -10 | 1 | 1.7 | -14 | 2 | 1 | -0.6
c1ccc(Nc2ccccn2)cc1 | 4 | 12 | -2 | 18 | 0.2 | 29 | 4 | 1 | 4.4
Cc1cccc(C)c1OCC(=O)NNC(=O)c1ccoc1C | 0 | 16 | 3 | -15 | 0.0 | 5 | 8 | -3 | -2.1
O=C(CNC1CCCCCC1)Nc1ccc(N2CCCC2)cc1 | 2 | 15 | -2 | -3 | 0.6 | -18 | 7 | -2 | -1.4
CC(C)C(=O)NCCc1nc2ccccc2n1CCOc1ccccc1 | 21 | 28 | -1 | -11 | 0.0 | -13 | 3 | 9 | 0.1
COc1ccc(C)cc1S(=O)(=O)Nc1ccccc1 | -12 | 28 | -2 | 17 | -0.2 | 33 | 7 | 2 | -1.0
CC(=O)c1cccc(N(C(=O)CNC(=O)c2ccco2)C(C(=O)NCc2ccco2)c2ccccc2)c1 (stereo not given) | -2 | 6 | -1 | -7 | 3.3 | -10 | 6 | 19* | -0.6
COc1ccc(-c2noc(COc3ccc4c(c3)OCO4)n2)cc1 | 0 | 16 | -3 | 22 | . | -5 | 99* | -2 | 0.7
Cn1c(=O)c2c(nc(SCC(=O)N(C3CCCCC3)C3CCCCC3)n2C)n(C)c1=O | . | . | 7 | . | -0.5 | . | . | 0 | -2.7
Cc1nc(NS(=O)(=O)c2ccc(Br)cc2)c2c3c(sc2n1)CCC3 | 7 | 2 | -2 | 12 | 0.2 | 13 | 5 | 2 | -0.4
Cc1ccc2ncc(NC(=O)c3ccc(F)cc3)c(=O)n2c1 | 19 | 25 | -39 | -14 | 0.0 | -32 | 11 | 0 | -1.1
O=C(O)c1ccc(-n2nnnc2Oc2ccccc2C(=O)N2CCOCC2)cc1 | -4 | 13 | 6 | 16 | -0.3 | -11 | 4 | 4 | -0.3
CC(=O)Nc1ccccc1/C=C/c1ccc2c(C)ccc(O)c2n1 | 7 | 9 | -17 | 8 | 0.9 | -19 | 17 | 1 | -2.8
CC(=O)Nc1ccc(S(=O)(=O)N2CCN(c3ccccn3)CC2)cc1 | -1 | 0 | -1 | -22 | 1.2 | 20 | 10 | 0 | 2.1
CCOC(=O)c1nn(-c2ccc(C)cc2)cc1C(=O)c1ccccc1 | -3 | 6 | -14 | 39[5 µM] | -0.7 | -8 | 8 | 2 | -4.0

The list is partial, so the mix of outcomes need not match the whole.
